G9a block: blocks human histone lysine methyltransferase G9a; Potency, µM (highest dose often 102 µM), for inactives: at the highest dose activity, negative = inhibition, most hits filed as inhibitors; 8.8% of 350,000 active; G9a H3K9 monomethylation, AlphaScreen, 2 h; Q96KQ7; also: % is scaled to controls: 0 for no effect and ±100 for the full control effect; nearly all actives have a fitted effect of over 75% in size
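Signal arises when biotinylated H3K9 peptide, once monomethylated, bridges streptavidin donor and antibody-captured acceptor beads. Enzyme at 20 nM was preincubated 15 min with test compounds; peptide 500 nM and SAM 20 uM then reacted for 2 h.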
BAZ2B inh: inhibitors of human BAZ2B bromodomain | 4.4% of 360,000 active | AlphaScreen BAZ2B-H3K14Ac peptide displacement | Q9UIF8 | Potency, µM (doses to about 114 µM), for the others: top-dose activity change, negative = inhibition, most hits filed as inhibitors; also: % is scaled to controls: 0 for no effect and ±100 for the full control effect; nearly all actives have a fitted effect of over 60% in size
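AlphaScreen displacement of biotin-H3(5-23)K14Ac peptide (50 nM final) from BAZ2B (50 nM final) in PBS pH 7.4, 0.01% Tween-20; complex preformed 30 min RT, then compounds (top 110 uM) 30 min RT, beads 20 min dark.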
POLB inh: inhibitors of human DNA polymerase beta. Potency, µM (doses to about 114 µM), for the others: at the highest dose activity change, negative = inhibition, actives largely listed as inhibitors. Pol beta primer extension/strand displacement, fluorescence kinetic. AID 485314. P06746. 1.3% of 340,000 active; also: % is scaled to controls: 0 for no effect and ±100 for the full control effect
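Pol beta (10 nM) was preincubated with compound for 15 min at room temperature. The reaction was then started with 50 nM substrate and read immediately and after a further 10 min at room temperature.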
Anesthetic bind: binds horse apoferritin like a general anesthetic; AID 485281; P02791; Potency, µM (highest dose often 77.5 µM), for inactives: top-dose activity change, negative = displacement, most hits filed as inhibitors; 0.074% of 350,000 active; apoferritin/1-aminoanthracene competitive binding, fluorescence; also: % is scaled to controls: 0 for no effect and ±100 for the full control effect; nearly all actives have a fitted effect of over 20% in size
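Concentration-response curves derived by four-parameter Hill fitting of normalized fluorescence, where compounds displaced 1-AMA from 10 uM horse apoferritin following a brief 10 min room-temperature incubation; propofol titration acted as positive control.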
APEX1 inh: APE1 (human) endonuclease inhibition | 0.35% of 350,000 active | P27695 | recombinant APE1, TAMRA/BHQ-2 abasic DNA cleavage fluorescence | Potency, µM (series often up to 65.8 µM), for the others: at the highest dose activity change, negative = inhibition, usual class: inhibitors;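 also: plate controls were vehicle for no effect and reference inhibitor for full effect; nearly all actives have a fitted effect of over 55% in size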
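Measures dequenching upon AP-site incision of a 5'-TAMRA/3'-BHQ-2 THF-containing duplex, 50 nM; human APE1 0.75 nM after 15 min room-temperature exposure to compound; kinetic three-point read at one-minute spacing.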
Pol iota inh: inhibitors of human DNA polymerase iota. Q9UNA4. Pol iota fluorescent replication assay, 10 min. Potency, µM (top dose mostly 115 µM), for the others: top-dose activity, negative = inhibition, usual class: inhibitors. 1% of 390,000 active
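Pol iota at 10 nM preincubated 15 min with compounds at room temperature; reaction started with fluorescent substrate, 50 nM final. Fluorescence read kinetically at 0 and 10 min; buffer-only wells as negative control.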
POLH inh: inhibitors of human DNA polymerase eta; Q9Y253; recombinant Pol eta, fluorescent DNA replication assay; 1.2% of 390,000 active; Potency, µM (doses to about 114 µM), without a hit: top-dose activity change, negative = inhibition, hits mostly inhibitors; AID 588591; also: % is scaled to controls: 0 for no effect and ±100 for the full control effect
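Pol eta (10 nM) was preincubated with compounds for 15 min at room temperature, after which fluorescent replication substrate (50 nM final) was added to start the reaction. Fluorescence was read kinetically at 0 and 10 min.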
POLK inh: blocks human DNA polymerase kappa activity. AID 588579. 0.53% of 400,000 active. Q9UBT6. purified Pol kappa, fluorescent DNA synthesis assay, 10 min. Potency, µM (titrated, usually from 107 µM), for the others: at the highest dose activity, negative = inhibition, hits mostly inhibitors; also: % is scaled to controls: 0 for no effect and ±100 for the full control effect
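Readout: fluorescence, taken kinetically at 0 and 10 min. Conditions: 10 nM Pol kappa, 15 min RT compound preincubation, 50 nM substrate final. Controls: enzyme-free buffer wells.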
BLM inh: inhibitors of human Bloom syndrome helicase BLM | recombinant BLM DNA unwinding, fluorescence dequenching | P54132 | AID 2528 | Potency, µM (titrated, usually from 56.1 µM), without a hit: top-dose activity change, negative = inhibition, actives largely listed as inhibitors | 0.2% of 350,000 active;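 also: plate controls were vehicle for no effect and no enzyme for full effect; nearly all actives have a fitted effect of over 35% in size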
Target sequence (P54132 whole entry, looked up): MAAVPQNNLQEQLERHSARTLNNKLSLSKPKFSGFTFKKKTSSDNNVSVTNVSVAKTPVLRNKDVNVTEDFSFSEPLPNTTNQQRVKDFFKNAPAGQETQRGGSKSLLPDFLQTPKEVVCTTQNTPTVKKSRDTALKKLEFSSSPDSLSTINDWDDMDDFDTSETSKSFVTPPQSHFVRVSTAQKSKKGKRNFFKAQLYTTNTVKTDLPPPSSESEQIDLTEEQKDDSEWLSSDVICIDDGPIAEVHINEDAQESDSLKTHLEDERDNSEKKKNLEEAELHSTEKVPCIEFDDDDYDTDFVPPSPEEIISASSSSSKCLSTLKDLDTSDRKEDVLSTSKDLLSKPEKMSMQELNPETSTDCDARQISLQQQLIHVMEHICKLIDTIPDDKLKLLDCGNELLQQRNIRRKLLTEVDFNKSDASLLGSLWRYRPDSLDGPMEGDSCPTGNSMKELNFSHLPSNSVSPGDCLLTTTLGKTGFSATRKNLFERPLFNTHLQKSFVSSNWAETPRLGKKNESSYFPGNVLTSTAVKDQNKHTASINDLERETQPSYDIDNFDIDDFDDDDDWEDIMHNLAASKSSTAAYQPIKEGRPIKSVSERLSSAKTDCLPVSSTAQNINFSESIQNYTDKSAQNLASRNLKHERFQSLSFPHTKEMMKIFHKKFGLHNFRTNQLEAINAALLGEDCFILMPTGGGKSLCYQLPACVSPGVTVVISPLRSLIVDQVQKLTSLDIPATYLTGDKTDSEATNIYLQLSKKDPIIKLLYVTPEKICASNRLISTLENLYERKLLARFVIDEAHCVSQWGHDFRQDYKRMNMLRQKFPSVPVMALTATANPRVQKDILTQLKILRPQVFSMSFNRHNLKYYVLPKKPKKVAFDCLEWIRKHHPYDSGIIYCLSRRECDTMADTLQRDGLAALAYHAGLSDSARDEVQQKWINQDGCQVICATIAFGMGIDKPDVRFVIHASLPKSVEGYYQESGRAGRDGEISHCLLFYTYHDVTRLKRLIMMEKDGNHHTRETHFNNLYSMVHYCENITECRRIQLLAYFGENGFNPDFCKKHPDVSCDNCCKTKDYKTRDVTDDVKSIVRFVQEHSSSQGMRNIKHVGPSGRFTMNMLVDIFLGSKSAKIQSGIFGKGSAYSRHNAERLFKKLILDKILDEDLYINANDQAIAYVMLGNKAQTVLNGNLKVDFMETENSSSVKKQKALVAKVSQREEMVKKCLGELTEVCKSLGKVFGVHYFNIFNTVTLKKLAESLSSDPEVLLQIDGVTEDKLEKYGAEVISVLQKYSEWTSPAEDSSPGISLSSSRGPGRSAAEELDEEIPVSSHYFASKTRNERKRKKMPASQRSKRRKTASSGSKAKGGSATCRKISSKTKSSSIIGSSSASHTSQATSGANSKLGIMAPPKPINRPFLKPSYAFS
* hit, by the source's call; ? = inconclusive; · = not tested or not shown; & = joins results of further samples; [ ] = remark or other dose. Calls follow the shape of the dose curve; as a rule, active = well fitted curve in the direction sought with a large enough effect; inconclusive = small, poorly fitted or top-dose-only effect, or another doubt; inactive = no such curve, though single readings can be large; an effect the other way counts as inactive or inconclusive. Potency is read from the fitted curve at half-maximal effect. The list is partial; count on the stated rates, not on these rows.

Below each SMILES – G9a block, BAZ2B inh, POLB inh, Anesthetic bind, APEX1 inh, Pol iota inh, POLH inh, POLK inh, BLM inh
> C=CCC1(C#N)C(SC)=NC2=C(C(=O)CC(C)(C)C2)C1c1ccc(Br)cc1 (stereo unspecified)
  -1%[59 µM], ?, 10%, ?, -3%, 8%, -3%, -4%, -10%
> CCC(=O)NC(=S)Nc1ccc(NC(=O)COc2ccc(Cl)cc2Cl)cc1
  -17%, 0%, 15%, -24%, 0%, 28%, -13%, 0%, -2%
> COC(=O)c1c(C)sc(-c2c(-c3ccc4c(c3)OCCO4)[nH]c3[nH]c(=O)[nH]c(=O)c23)c1O
  14µM*, 35µM*, 40µM*, ?, ·, ?, ·, ?, -14%
> COc1ccc(CCN2CC(C(=O)NCc3nc(C)c(C)s3)CCC2=O)cc1 (stereo unspecified)
  9%, -17%, -20%, -1%, 37%, 0%, -12%, -2%, -3%
> O=C(NN(CC(O)COc1ccccc1)CC(O)COc1ccccc1)c1ccccc1 (stereo unspecified)
  ·, -12%, -1%, 8%, -3%, 55%[activator], -11%, 5%, -6%
> N#CCC(=O)N1CCN(C=O)CC1
  -6%, -1%, 1%, -3%, -2%, 44%[activator], -6%, 2%, -2%
> COc1ccc(-c2cc(=O)c3ccc(O)cc3o2)cc1
  ·, ·, ·, ·, 1%&-1%, -5%, -5%, ?, -7%&-17%
> CCCCC(=O)Nc1cccc(NC(=O)CC)c1
  -17%[12.7 µM], -19%, -2%, 4%, -1%, 9%, 11%, -1%, -1%
> COC/C=C/C1=CC2=CC(=O)C(C)(OC(=O)c3ccco3)C(=O)C2=CO1 (stereo unspecified)
  ?, 50µM*, 28µM*, -8%, 20µM*, ·, ·, ·, -14%&-14%
> CCCc1cc(N2CCCC(C(=O)Nc3c(OC)cccc3OC)C2)n2ncnc2n1 (stereo unspecified)
  -3%[2.33 µM], 11%, 12%, -5%, -2%, -5%, -2%, -8%, 0%
> Cc1ccc(NC(=O)CSc2ncnc3ccccc23)cc1S(=O)(=O)N1CCCCC1
  1%[59 µM], -4%, 13%, -23%, -6%, 29%, -5%, -2%, -7%
> Cc1ccc(CNC(=O)c2cc3c(=O)n4cccc(C)c4nc3n(CC3CCCO3)c2=N)cc1 (stereo unspecified)
  -26%, -1%, 29%, -2%, -8%, ·, ·, ·, 6%
> Cc1ccc(NC(=O)C(=O)NN=C2CCCC2)cc1C
  3%, -19%, 23%, -15%, 1%, 79%[activator], -19%, -5%, -1%
> COc1ccccc1-c1nc2n(n1)C(c1ccc(Cl)cc1)C(C(N)=O)=C(C)N2 (stereo unspecified)
  -2%[59 µM], 14%, 0%, 3%, 24%, -10%, -12%, 8%, -11%
> CS(=O)(=O)CCC(C(=O)N1CCOCC1)N1C(=O)c2cc(Cl)c(Cl)cc2C1=O (stereo unspecified)
  9%[59 µM], 12%, 9%, 6%, 3%, 10%, -4%, 2%, 5%
> O=c1n(-c2ccccc2)c(=O)n2n1CCCC2
  -6%[12.7 µM], -2%, 18%, 1%, 18%, -5%, 3%, 8%, -1%
> Clc1ccccc1-c1cc(NCc2cccnc2)ncn1
  ·, ·, ·, 0%, 0%, ·, ·, -7%[60.1 µM], -13%
> COC(=O)c1cc(S(=O)(=O)NCc2cccc(OC)c2)cn1C
  -139%, -30%, 9%, -11%, -2%, -4%, -12%, -9%, 1%
> O=C(CCNC(=O)c1ccccc1)NNC(=O)c1ccccc1Br
  ·, ·, ·, ·, 27%, 25%, -22%, -3%, ·
> CCCCN1C(=O)C(=O)NC[C@@H]1C(C)CC (stereo partly specified)
  45%[12.7 µM], -10%, 0%, 4%, ?, 14%, -18%, 5%, -6%
> c1ccc2c(CSc3ncnc4nc[nH]c34)cccc2c1
  2%, -2%, 1%, -23%, -7%, 59%[activator], -18%, -14%, -3%
> N/N=C1\CCCc2c1[nH]c1ccc([N+](=O)[O-])cc21
  ·, -8%, 14%, -2%, 15%, 34%[activator], -14%, -1%, -1%
> CCCCN(C(=O)c1cc(CC)c(C)s1)c1c(N)n(CC(C)C)c(=O)[nH]c1=O
  -3%, -26%, 5%, -10%, 26%, 4%, -11%, 1%, -7%
> O=C(CN1C(=O)COc2ccc(S(=O)(=O)N3CCCC3)cc21)NCCc1ccc(Cl)cc1
  3%[59 µM], -3%, 2%, -7%, ·, 18%, -19%, -2%[60.1 µM], -1%
> COc1ccc(CNc2ccnc(-c3ccccc3Cl)n2)c(OC)c1
  5%[0.501 µM], ·, ·, ·, -10%, ·, ·, -5%[60.1 µM], 0%
> COc1ccc(/C=C/C(=O)NNc2c(F)c(F)cc(F)c2F)cc1OC
  -13%, -9%, 15%, -19%, -5%, 7%, -6%, -7%, -4%
> O=C(O)c1ccccc1-c1ccccc1C(=O)NCc1ccccc1F
  ·, 1%, 22%, -12%, 10%, 97%[activator], 7%, 0%, -6%
> COc1cccc(C(c2sc3nc(C)nn3c2O)N2CCc3ccccc3C2)c1 (stereo unspecified)
  4µM*, -1%, 7%, 2%, -2%, 59%[activator], -8%, 5%, 0%
> Cc1nn2c(=O)cc(COC(=O)c3ccc(C(C)(C)C)cc3)nc2s1
  9%[59 µM], -12%, -1%, -11%, ·, -5%, -21%, -24%, -4%
> CN(CC(=O)NCc1cccs1)S(=O)(=O)c1cccc2cccnc12
  -6%, 10%, 31%, -9%, -5%, -32%, ?, 1%, -2%

Only POLB inh (5 entries from above):
molecule | POLB inh
CCCc1cc(N2CCCC(C(=O)Nc3c(OC)cccc3OC)C2)n2ncnc2n1 (stereo unspecified) | 12%
Cc1ccc(NC(=O)CSc2ncnc3ccccc23)cc1S(=O)(=O)N1CCCCC1 | 13%
Cc1ccc(CNC(=O)c2cc3c(=O)n4cccc(C)c4nc3n(CC3CCCO3)c2=N)cc1 (stereo unspecified) | 29%
Cc1ccc(NC(=O)C(=O)NN=C2CCCC2)cc1C | 23%
COc1ccccc1-c1nc2n(n1)C(c1ccc(Cl)cc1)C(C(N)=O)=C(C)N2 (stereo unspecified) | 0%

The results go on.
Below each SMILES – G9a block, BAZ2B inh, POLB inh, Anesthetic bind, APEX1 inh, Pol iota inh, POLH inh, POLK inh, BLM inh
> COc1ccc(CCNc2oc(-c3ccc(C)cc3)nc2C#N)cc1OC
  -18%[59 µM], -2%, 2%, 2%, ?, ?, -16%, ?, -2%
> NC(=O)C1CC(=O)N(c2ccc(OCC(=O)Nc3ccccc3F)cc2)C1 (stereo unspecified)
  8%[12.7 µM], 6%, ·, ·, 14%, 7%, -5%, -23%, ·
> Cc1ccc(S(=O)(=O)N2CCN(C(=O)N3CCOCC3)CC2)c(C)c1
  11%, 2%, -1%, -4%, 20%, -3%, 0%, -1%, 2%
> CC1(C)CC(=O)C(C=NCCN2CCN(C(=O)CC3CCCC3)CC2)=C(O)C1
  -4%[59 µM], 7%, -3%, -11%, -2%, -9%, -8%, -3%, -2%
> Cc1nc2nc(NC(=O)c3ccc(C(C)(C)C)cc3)[nH]n2c(=O)c1Cl
  ?, -1%, 45%, 1%, ·, 14%, ?, -2%, -1%
> CS(=O)(=O)c1ccc(-c2cccc(NC(=O)COc3ccc(Cl)cc3)c2)nn1
  32%[activator], -27%, 1%, -10%, -12%, -9%, -8%, -6%, 0%
> O=C(NCc1ccco1)C1CCN(c2ccc(N3CCOCC3)nn2)CC1
  -17%[59 µM], 7%, 26%, 79%[activator], 12%, -7%, -19%, -12%, 1%
> Cn1c(=N)n(CC(O)c2cccs2)c2ccccc21 (stereo unspecified)
  6%, 3%, 19%, -5%, -5%, 70%[activator], -13%, -7%, 0%
> O=C1NC(NS(=O)(=O)c2ccc(Cl)cc2)(C(F)(F)F)C(=O)N1c1ccccc1 (stereo unspecified)
  ?, 2%, 9%, -10%, 2%, 10%, -4%, -26%, 0%
> CCOc1ccc(NC(=O)CCc2c(C)nc3c(c(C)nn3-c3ccccc3)c2C)cc1
  -3%[59 µM], 2%, 74%, -9%, ·, -15%, -1%, 2%, -2%
> COc1ccc(NC(=O)c2cc3c(=O)n(Cc4cccs4)ccc3nc2C)c(OC)c1
  -15%[59 µM], -32%, -15%, -12%, ·, -11%, -15%, 18%, -2%
> CCCCN(C(=O)CSc1nc2ccccc2s1)c1c(N)n(CCCC)c(=O)[nH]c1=O
  ·, ·, ·, ·, -4%, 38%[activator], 7%, -1%, ·
> CC(=O)Nc1ccc2c(c1)C(=O)N(c1ccc(C)cc1)C2=O
  6%, ?, ?, -2%, 2%, 2%, 0%, -18%, 1%
> CC(NC(=O)Nc1cccc([N+](=O)[O-])c1)(C(F)(F)F)C(F)(F)F
  ·, -6%, 3%, ?, -3%, -14%, ?, -10%, -6%
> COc1ccc(C(=O)COC(=O)CNS(=O)(=O)c2ccc(C)cc2)cc1
  -3%[59 µM], 10%, 5%, ?, 0%, 18%, -15%, -4%, 4%
> Cc1cc(C)c(Cn2c(=O)n(CCCCCC(=O)NCc3ccc4c(c3)OCO4)c(=O)c3sccc32)c(C)c1
  -1%[59 µM], 2%, -6%, -4%, ·, 16%, 0%, -3%, -9%
> CN(C)c1nc(NCc2ccccc2)nc(SCC(=O)Nc2ccccc2Cl)n1
  ?, -37%, 4%, 60%[activator], 3%, 11%, -27%, -6%, -4%
> CCOC(=O)C1=C(C)OC(N)=C(C#N)C1C1CCCCC1 (stereo unspecified)
  24%, -2%, -18%, -11%, -8%, 6%, -17%, -9%, -1%
> COc1ccc(N2C(=O)C(CC(=O)Nc3ccc(Cl)cc3)N(NC(=O)c3cccc(F)c3)C2=S)cc1 (stereo unspecified)
  8%[59 µM], -1%, 5%, -11%, -9%, -5%, -2%, -20%, -8%
> C#Cc1cccc(NC(=O)c2ccc(Cl)cc2Cl)c1
  32%[activator], 18%, 2%, -19%, -2%, ?, -13%, -5%, -8%
> Cc1cc(/C=N/NC(=O)c2ccccc2F)c(C)n1-c1ccccc1
  50µM*, -37%, -25%, 0%, -5%, -1%, -16%, 4%[60.1 µM], -2%
> O=C(CNC(=O)c1ccccc1F)OCC(=O)N1CCCCC1
  -2%, -5%, 7%, -3%, 3%, 17%, -9%, -17%, 5%
> COc1ccc(C2C(C(=O)c3cccs3)=C(O)C(=O)N2CCN2CCOCC2)c(OC)c1 (stereo unspecified)
  50µM*, -20%, 2%, -14%, 42%[activator], -20%, -9%, -1%, -1%
